Source: PubChem BioAssay (several laboratories)
ADAM10 inh – inhibits human ADAM10; O14672; recombinant ADAM10, EDANS/DABCYL FRET peptide cleavage, 3 h; inhibition, % at 7 µM; 0.62% of 370,000 active;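 active = inhibition above a per-campaign cutoff equal to the mean of compounds falling between control-based bounds plus 3 SD, cut at about 20% in these data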;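 note: 0% = DMSO wells while the 100% control is not disclosed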
Target sequence (O14672 214-748 limits assumed): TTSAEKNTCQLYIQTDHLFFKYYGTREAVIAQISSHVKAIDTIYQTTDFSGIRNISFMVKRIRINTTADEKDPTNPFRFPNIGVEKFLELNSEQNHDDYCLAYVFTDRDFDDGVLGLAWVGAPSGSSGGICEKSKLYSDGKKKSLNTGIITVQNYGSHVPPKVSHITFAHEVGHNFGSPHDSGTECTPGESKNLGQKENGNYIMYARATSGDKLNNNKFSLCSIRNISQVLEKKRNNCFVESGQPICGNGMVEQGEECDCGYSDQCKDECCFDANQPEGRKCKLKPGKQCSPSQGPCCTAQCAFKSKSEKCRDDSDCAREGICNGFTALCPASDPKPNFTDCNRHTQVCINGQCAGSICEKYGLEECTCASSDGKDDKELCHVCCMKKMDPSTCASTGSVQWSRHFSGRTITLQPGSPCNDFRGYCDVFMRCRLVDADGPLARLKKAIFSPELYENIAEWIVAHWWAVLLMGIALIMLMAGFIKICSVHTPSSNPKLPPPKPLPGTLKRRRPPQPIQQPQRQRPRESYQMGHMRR
GC-B act – GC-B (human) receptor activation | P20594 | HEK293-GC-B cells, CNP EC30, cGMP TR-FRET; 0% at EC30 CNP, 100% saturating CNP | activation, % at 10 µM | 0.11% of 370,000 active | AID 1920062;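 active = activation at 10 µM reaching about 35% in either raw or pattern-adjusted values, limit read from the data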
DAX1 inh-1 – blocks DAX1 repression of SF-1 activated StAR promoter; HEK293T StAR-luciferase reporter, SF-1/DAX-1 repression relief; inhibition, % at 6.8 µM; 1.1% of 370,000 active; AID 652010;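 active = inhibition above the mean over all tested compounds plus 3 SD, cut at about 3.6% in these data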;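 note: 0% = DAX-1 cells with DMSO and 100% = cells lacking DAX-1 with DMSO; higher inhibition means more luminescence from relief of DAX-1 repression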
DAX1 inh-2 – NR0B1 (DAX1) inhibition; AID 504766; 0.99% of 340,000 active; HEK293 Gal4-DAX1 luciferase reporter, luminescence; P51843; inhibition, % at 6.75 µM;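 active = inhibition above the mean over all tested compounds plus 3 SD, cut at about 4.2% in these data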;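 note: 0% = DAX1-transfected cells with DMSO and 100% = empty-vector control cells with DMSO; inhibition shows as a rise in luminescence from relieved DAX1 repression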
Target sequence (P51843 207-470 limits assumed): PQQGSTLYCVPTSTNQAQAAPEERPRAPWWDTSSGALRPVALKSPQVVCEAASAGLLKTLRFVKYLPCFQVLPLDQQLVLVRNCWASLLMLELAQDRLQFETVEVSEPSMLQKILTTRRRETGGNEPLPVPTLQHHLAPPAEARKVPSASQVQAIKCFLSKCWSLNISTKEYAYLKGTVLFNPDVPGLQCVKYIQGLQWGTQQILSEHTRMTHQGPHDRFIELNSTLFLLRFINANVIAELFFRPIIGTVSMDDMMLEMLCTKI
hcDAF12 agonist – activates DAF-12 receptor from parasite H. contortus. HEK293 hcDAF-12 lit1-tk-luc reporter, luminescence; 0% DMSO, 100% Δ7-dafachronic acid. 1.4% of 370,000 active. activation, % at 6.8 µM;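 active = activation above the mean of all tested compounds plus 3 SD, cut at about 5.5% in these data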;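 note: 100% = response to 3 µM Δ7-dafachronic acid high control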
hgDAF12 agonist – agonists of H. glycines DAF-12 nuclear receptor; HEK293 GAL4-hgDAF12 UAS-luciferase reporter, agonist luminescence; normalized to butyrate control; activation, % at 6.8 µM; 1.8% of 370,000 active;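 active = activation above a cutoff set at the mean of all screened compounds plus 3 SD, cut at about 10% in these data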;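 note: 0% = DMSO wells and 100% = sodium butyrate wells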
ssDAF12 agonist – activates DAF-12 receptor from parasite S. stercoralis | activation, % at 6.8 µM | 1% of 370,000 active | HEK293 ssDAF-12/GRIP1 lit1-tk-luc reporter, luminescence; % of 3 µM dafachronic acid response;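 active = activation above the mean over all tested compounds plus 3 SD, cut at about 0.9% in these data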;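 note: 0% = DMSO-only wells and 100% = 3 µM delta7-dafachronic acid wells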
FXN GAA850 act – activators of GAA850 frataxin (FXN) promoter; HEK293 lucGAA850 FXN promoter luciferase reporter, 24 h; percent of 10 µM SAHA response; activation, % at 6 µM; 0.56% of 360,000 active; AID 540364;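 active = activation above the average of all compounds screened plus 3 SD, cutoff fixed separately per campaign, cut at about 7.5% in these data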;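 note: 0% = DMSO wells and 100% = 10 µM SAHA wells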
GC-A act – GC-A (human) enzyme activation; P16066; HEK293 GC-A cells, cGMP TR-FRET, EC30 ANP; 0% at EC30 ANP, 100% saturating ANP; activation, % at 10 µM; 0.14% of 370,000 active; in the data active = activation above about 40%
sPLA2-III inh – Inhibits HGIII-sPLA2 liposome hydrolysis, primary screen; inhibition, % at 12.2 µM; QFRET BODIPY PC-A2 liposome hydrolysis, fluorescence; AID 743126; 0.56% of 370,000 active; Q9NZ20;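 active = inhibition above mean plus 3 SD of compounds lying within the high and low control bounds, cut at about 19% in these data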;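 note: 0% = median of test compound wells and 100% = no enzyme DMSO wells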
SMARCA2 act – activators of SMARCA2 function | MG213 cells, MMTV-luciferase reporter, dexamethasone, overnight | activation, % at 9.1 µM | 1% of 370,000 active; in the data active = activation above about 7.8%;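 note: 0% = vehicle wells and 100% = reference activator wells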
An asterisk follows results filed as active; i = inactive; nt = not tested or not shown.

SMILES	ADAM10 inh	GC-B act	DAX1 inh-1	DAX1 inh-2	hcDAF12 agonist	hgDAF12 agonist	ssDAF12 agonist	FXN GAA850 act	GC-A act	sPLA2-III inh	SMARCA2 act
COc1ccccc1N1C(=O)NC(=O)C(CCc2ccncc2)(CCc2ccncc2)C1=O	-8	-2	0.1	0.8	0.6	-1.4	-1.1	3.8	-1	-2	1
CCOP(=O)(OCC)C(Cc1ccccc1)NC(C)=O (stereo not drawn)	-6	0	0.4	0.5	0.6	0.6	-0.8	1.4	-1	-4	-4
O=[N+]([O-])c1cccc2c([As](=O)(O)O)cccc12	-4	2	0.2	0.4	1.8	0.7	-1.2	2.9	5	4	-1
O=c1[nH]c(=S)n(C2CCCCC2)c(O)c1/C=N/N1CCOCC1	-7	-8	0.4	2.3	-0.7	-0.8	-1.5	0.2	-5	7	-3
COc1ccc(CCNCc2cccn2C)cc1	-2	2	0.4	0.9	-1.1	1.4	-0.7	0.4	-4	-2	-2
COC(=O)C1=C(c2ccc(OCc3ccccc3)cc2)C[C@@H]2CC[C@H]1N2C(=O)NCc1ccc(C(C)(C)C)cc1	-1	-4	-1.3	0.4	-0.3	1.3	-1.4	-5.5	-1	-2	1
O=C1CC(=O)N(Cc2ccccc2)C(=O)N1Cc1ccccc1	13	1	0.0	-0.4	-0.5	3.3	-0.6	0.2	0	-29	7
CCCCn1c(O)c(C(C)=NCc2cc(OC)cc(OC)c2)c(=O)[nH]c1=O	-4	2	-0.9	-1.0	-2.1	-1.8	-1.6	2.5	-1	-8	-5
Cc1ccc2c(c1)CC1(CN2C)C(=O)NC(=O)N(c2cccc(C)c2C)C1=O (stereo not drawn)	-4	-5	-0.4	-0.3	-0.3	1.0	-0.6	2.8	-2	-14	1
Clc1cc(I)cc(Cl)c1NC1=NCCN1	-8	-4	0.4	0.0	-2.5	-3.0	-0.9	0.9	5	9	-6
Nc1c(C(=O)NCc2ccco2)c2nc3ccccc3nc2n1Cc1ccc(F)cc1	i	-4	-0.5	-0.1	-2.2	-4.7	-1.1	0.0	0	-6	0
O=[N+]([O-])O[C@H]1CO[C@H]2[C@@H]1OC[C@H]2O[N+](=O)[O-]	9	4	-0.2	1.5	-1.8	1.8	-1.7	0.6	3	3	-2

The closing three entries of the part above lead into the next.
SMILES	ADAM10 inh	GC-B act	DAX1 inh-1	DAX1 inh-2	hcDAF12 agonist	hgDAF12 agonist	ssDAF12 agonist	FXN GAA850 act	GC-A act	sPLA2-III inh	SMARCA2 act
Clc1cc(I)cc(Cl)c1NC1=NCCN1	-8	-4	0.4	0.0	-2.5	-3.0	-0.9	0.9	5	9	-6
Nc1c(C(=O)NCc2ccco2)c2nc3ccccc3nc2n1Cc1ccc(F)cc1	i	-4	-0.5	-0.1	-2.2	-4.7	-1.1	0.0	0	-6	0
O=[N+]([O-])O[C@H]1CO[C@H]2[C@@H]1OC[C@H]2O[N+](=O)[O-]	9	4	-0.2	1.5	-1.8	1.8	-1.7	0.6	3	3	-2
O=C(Nc1ccc(F)cc1)N1Cc2ccccc2-n2nncc2C1	2	-8	1.2	1.1	-0.1	1.3	-0.7	-0.4	0	8	2
O=C(NC1CCCCC1)N1Cc2cc(N3CCOCC3)ccc2-n2nncc2C1	2	5	1.0	nt	-0.3	-2.7	-1.3	nt	-6	13	-2
CC/C(=N\NC(=O)c1ccccc1)c1c(O)n(C2CCCCC2)c(=O)[nH]c1=O	-6	4	4.8*	1.3	3.2	15*	-0.7	4.3	5	-8	5
COc1ccc(Cn2c(O)c(/C=N/NC(=O)c3ccccc3O)c(=O)[nH]c2=O)cc1	-38	0	-0.1	-0.5	0.2	0.3	-0.8	3.1	-4	-11	2
O=C(CCC(=O)N1C[C@H]2C[C@@H](C1)c1cccc(=O)n1C2)NCc1ccccc1	-19	-4	1.7	1.2	-1.6	-3.7	-1.4	1.6	0	13	-1
CN1CCC(c2c[nH]c3ccccc23)C1 (stereo not drawn)	-5	-1	0.1	-0.1	4.8	0.1	0.7	1.2	1	-3	-1
CC(C)n1c(O)c(C=NCc2ccccc2)c(=O)[nH]c1=S	2	10	-0.2	2.5	-1.1	1.5	-1.4	0.4	1	17	-4
Cn1nnc(CC[N+](C)(C)C)n1	-4	2	0.0	nt	-0.8	-0.1	-1.9	0.0	3	8	-4
CCOc1ccc(N2C(=O)NC(=O)/C(=C\c3ccc(N4CCCCC4)o3)C2=O)cc1	-3	-4	-0.1	-0.6	0.2	2.2	-1.1	-0.7	0	15	-2
Nc1ccc(N=Nc2ccccc2)cc1	4	-9	0.2	2.2	0.0	2.1	-1.2	-1.3	10	8	-3
COc1ccc(C(=O)CN2CCOCC2)cc1F	-9	5	-0.5	-0.4	-0.5	1.5	-1.4	-2.9	2	0	1
Cn1c(O)c(C=NCCN2CCOCC2)c(=O)[nH]c1=S	4	4	0.0	0.4	-0.5	-1.0	-1.2	0.1	2	1	-1
ClCCOCOCCCl	-10	-8	0.4	0.6	0.7	2.4	-0.8	1.7	0	9	-3
NC(=S)c1cn(C2OC(CO)C(O)C2O)c2ncnc(N)c12 (stereo not drawn)	-2	1	-2.4	-6.3	-7.9	-13	-2.9	-14	-7	1	-9
CCOC(=O)C1=C(N)OC2=C(C(=O)CCC2)C12C(=O)N(C)c1ccccc12 (stereo not drawn)	-12	3	0.2	1.4	1.6	0.1	-0.5	2.6	1	18	0
ClCC(Br)CBr (stereo not drawn)	-10	-1	-0.1	1.1	-0.7	-2.4	-0.9	-1.2	4	-1	3
COC(=O)C1=CO[C@H](C)[C@H]2CN3CC[C@@]4(C(=O)Nc5ccccc54)[C@@H]3C[C@H]12	-2	-14	-1.5	-0.1	-0.4	2.0	-0.9	-1.7	-20	-3	1
Cc1ccc(-c2ccc(=O)n(CCC(=O)N3CCC4(CC3)OCCO4)n2)cc1	-9	3	0.6	-0.3	2.0	7.5	-0.1	2.7	1	4	0
CCOc1cc2c(cc1OCC)-n1cccc1C(c1ccccc1O)NC2 (stereo not drawn)	10	-3	0.0	-0.8	-1.9	-1.7	-1.3	0.5	2	-16	-1
Cc1cccnc1-n1c(-c2ccco2)nc2ccccc2c1=O	1	-3	-0.6	0.8	-0.8	0.7	-1.1	3.4	0	0	0
CC1CCN2c3nc4ccccn4c(=O)c3CC3(C(=O)N(C)C(=O)N(C)C3=O)C2C1 (stereo not drawn)	-25	9	0.9	1.0	-1.5	-1.3	-0.6	-0.8	2	-3	-2
CC12CCC(=O)C=C1CC(N1CC1)C1C2CCC2(C)C(O)CCC12 (stereo not drawn)	-15	4	-1.0	0.4	0.9	4.2	-1.2	0.5	0	-1	-5
COc1cc(N2C(=O)CC(=O)NC2=O)cc(OC)c1OC	6	1	0.0	-0.5	1.3	3.0	-0.8	0.6	1	10	-2
Clc1ccccc1N1CCN(Cc2ccc3c(c2)OCO3)CC1	3	-1	-0.2	2.4	0.4	1.7	-1.6	-0.4	-2	-2	-1
COc1ccc(-n2nnnc2C(c2cccc(OC)c2OC)N2CCC(n3c(=O)[nH]c4ccccc43)CC2)cc1 (stereo not drawn)	3	-2	-5.7	nt	-3.9	-8.7	-1.9	nt	-6	-16	0
NNC(N)=O	3	0	-0.3	-0.6	0.2	2.0	-1.1	-2.2	1	1	0
C=CCNC(=S)Nc1ccc(OC(=O)Nc2ccc(Cl)c(Cl)c2)cc1	0	0	0.3	0.2	-2.1	-1.1	-1.0	3.8	1	4	-1
O=C(O)C1C2c3ccccc3C(O)C1(C(=O)O)c1ccccc12 (stereo not drawn)	-5	1	0.9	1.0	2.4	-0.6	-0.6	-1.0	5	-2	-5
CCN(CC)C1=NC(=[N+](CC)CC)c2ccccc21	-18	0	-2.7	-3.0	-3.7	-7.1	-2.5	0.1	8	2	-5
C=Cn1ccnc1P(=S)(c1c(C)nn(-c2ccccc2)c1C)c1nccn1C=C	5	-7	-0.4	0.4	1.4	0.1	-1.4	-4.8	-7	-1	1
NC(=O)CSP(=O)(c1ccccc1)c1ccccc1	0	-2	-0.3	-0.6	0.3	-0.6	-0.8	3.2	4	-3	-1
CC1(C)C(C(=O)N2CCN(C(=O)c3ccccc3)CC2)C1(C)C	-2	4	-0.1	1.4	-0.9	-1.1	-0.7	-1.7	4	4	0
CCN(CC)CCCN=Cc1c(O)n(CCc2ccc(OC)c(OC)c2)c(=O)[nH]c1=O	8	-2	-0.8	-0.5	-0.3	-4.5	-1.7	-4.6	3	4	0
CC1=C2CCC3C(CCC4=CC(=O)CCC43C)C2CC1 (stereo not drawn)	-3	7	0.3	-0.8	-2.3	-1.5	-1.1	0.8	-4	-4	2
CC(CCc1ccccc1)NC(C)C(O)c1ccc(O)cc1 (stereo not drawn)	-6	0	1.1	-0.1	-1.3	-1.0	-0.9	2.5	3	-2	2
CCc1ccc(NC(=O)CN2CC(c3ccccc3)CC2=O)cc1 (stereo not drawn)	-5	4	-0.5	-0.6	-1.8	-2.3	-1.5	0.4	0	0	-4

Some of these compounds in order of heavy-atom count, lowest first:
SMILES	ADAM10 inh	GC-B act	DAX1 inh-1	DAX1 inh-2	hcDAF12 agonist	hgDAF12 agonist	ssDAF12 agonist	FXN GAA850 act	GC-A act	sPLA2-III inh	SMARCA2 act
NNC(N)=O	3	0	-0.3	-0.6	0.2	2.0	-1.1	-2.2	1	1	0
CCN(CC)C1=NC(=[N+](CC)CC)c2ccccc21	-18	0	-2.7	-3.0	-3.7	-7.1	-2.5	0.1	8	2	-5
O=C(O)C1C2c3ccccc3C(O)C1(C(=O)O)c1ccccc12 (stereo not drawn)	-5	1	0.9	1.0	2.4	-0.6	-0.6	-1.0	5	-2	-5

Additional entries
SMILES	ADAM10 inh	GC-B act	DAX1 inh-1	DAX1 inh-2	hcDAF12 agonist	hgDAF12 agonist	ssDAF12 agonist	FXN GAA850 act	GC-A act	sPLA2-III inh	SMARCA2 act
CC(c1ccccc1)n1cncc1C(=O)O (stereo not drawn)	3	-1	0.6	-1.1	-0.5	0.8	-0.3	-1.9	3	14	0
CCN(C(=O)COC(=O)c1cn(C)c2ccccc12)c1ccc(F)cc1	7	2	0.5	0.7	1.8	0.6	-1.0	0.4	-1	-18	-2
O=C(Nc1ccncc1)c1cccn(Cc2ccccc2)c1=O	-41	-6	-2.7	-2.7	-3.9	-9.3	-2.4	-4.8	-6	2	-5
OCC12COC3c4ccccc4C(OC1)N32 (stereo not drawn)	-2	1	0.9	0.1	-0.4	1.2	-1.5	-1.2	0	1	2
CCc1ccc(NC(=O)C(C)OC(=O)c2c(C)nn(Cc3ccccc3)c2Cl)cc1 (stereo not drawn)	-4	5	-0.3	-1.8	-0.4	0.6	-0.9	1.3	3	-6	-2
CC12CCC(=O)C=C1CCC1C2CCC2(C)C(O)CCC12 (stereo not drawn)	-17	1	0.7	1.2	-2.6	0.1	-1.4	2.9	0	9	-1
COC(=O)C1=C(c2ccc(F)cc2OCc2ccccc2)C[C@@H]2CC[C@H]1N2C(=O)NCC1CC1	3	-5	-0.8	-0.6	-3.1	-0.6	-1.7	-4.1	-15	3	-1

An excerpt, so the mix of outcomes need not match the whole.
